# Screening results: PubChem BioAssay, Broad Institute
# SIRT5 block: inhibitors of human sirtuin-5 desuccinylase | Q9NXA8 | Purified SirT5, succinyl-peptide AMC, trypsin-coupled fluorescence | inhibition, % at 15 µM | 1.1% of 330,000 active | AID 652115; in the data active means inhibition above about 15%
# Target sequence (Q9NXA8 whole entry, looked up): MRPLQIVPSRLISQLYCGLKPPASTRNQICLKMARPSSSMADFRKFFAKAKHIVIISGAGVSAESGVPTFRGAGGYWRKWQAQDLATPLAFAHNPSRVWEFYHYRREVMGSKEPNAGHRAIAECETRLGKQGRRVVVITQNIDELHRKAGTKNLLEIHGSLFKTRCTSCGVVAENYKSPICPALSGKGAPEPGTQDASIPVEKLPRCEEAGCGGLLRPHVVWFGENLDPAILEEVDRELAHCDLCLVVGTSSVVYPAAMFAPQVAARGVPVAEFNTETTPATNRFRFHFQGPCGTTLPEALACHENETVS
# esBAF inh: inhibitors of esBAF chromatin remodeling in mouse ES cells. reporter increase, % at 12.5 µM. Bmi1-luciferase knock-in reporter, 24 h; 100% = twice the neutral-well signal. AID 602393. 2% of 350,000 active; in the data active means activation above about 40%;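 further: 0% = median of the plate's neutral control wells and 100% = double that signal; a rise in the Bmi1 reporter signal indicates esBAF inhibition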
# ERp5 block: blocks human ERp5 reductase activity on insulin; Q15084; ERp5 insulin aggregation, absorbance 650 nm, 90 min; inhibition, % at 9.99 µM; 0.05% of 350,000 active;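 active means mean replicate inhibition above about 25%, with every replicate also reaching it, limit read from the data, passing the limit was not always enough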
# Target sequence (Q15084 whole entry, looked up): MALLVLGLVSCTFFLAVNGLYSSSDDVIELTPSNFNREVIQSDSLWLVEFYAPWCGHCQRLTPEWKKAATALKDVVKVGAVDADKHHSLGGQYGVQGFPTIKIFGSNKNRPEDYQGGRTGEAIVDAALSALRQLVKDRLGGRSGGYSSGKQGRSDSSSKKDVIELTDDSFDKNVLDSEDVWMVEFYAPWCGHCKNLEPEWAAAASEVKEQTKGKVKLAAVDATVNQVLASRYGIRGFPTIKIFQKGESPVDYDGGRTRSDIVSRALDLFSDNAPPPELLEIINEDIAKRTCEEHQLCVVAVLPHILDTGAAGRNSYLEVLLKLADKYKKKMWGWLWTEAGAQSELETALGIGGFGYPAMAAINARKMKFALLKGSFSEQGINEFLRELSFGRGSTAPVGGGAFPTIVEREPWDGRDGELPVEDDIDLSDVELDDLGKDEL
# C2C12 statin: suppression of simvastatin myotoxicity; C2C12 myotubes + simvastatin, ATP luminescence, 48 h; scaled: DMSO 0, geranylgeraniol control 100; rescue of ATP level, % at 7.49 µM; 0.78% of 330,000 active; AID 602340;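 active means mean ATP rescue above about 67%, or every replicate alone reaching that limit, limit read from the data, passing the limit was not always enough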;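 further: myotubes were challenged with 10 µM simvastatin during compound exposure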
# Cneo AK release: Cryptococcus neoformans lysis via adenylate kinase release; C. neoformans lysis, adenylate kinase release luminescence, 4 h; normalised: neutral wells 0, clomiphene wells 100; lysis activity, % at 15 µM; 0.2% of 360,000 active;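 active means mean lysis activity across replicates of at least 80%, whatever share of replicates individually reach that level; inactive means mean lysis activity below 80%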
#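 Schedule: static 4 h at 37 °C with compound, 1 h detection; system: C. neoformans cells; benchmarks: Clomiphene as positive control; buffer or medium: fresh YPD medium; measure: luminescence rise reflecting yeast cell lysis; measured by: luminescent adenylate kinase detection reagent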
# miR-122 sensor: miR-122 inhibition in Huh7 cells; 0.3% of 340,000 active; activation (reporter increase), % at 12.5 µM; Huh7 miR-122 Renilla luciferase sensor, 48 h; neutral wells = 0, positive control = 100;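 active means mean replicate activation score at least 90 and every replicate individually at or above 90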;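 further: higher luciferase means less miR-122 activity so hits act as miR-122 inhibitors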
# ARNT TACC3 PPI: disruptors of human ARNT/TACC3 interaction; AlphaScreen His-ARNT PAS-B/GST-TACC3 binding, luminescence; TACC3 fragment carries E629A point mutation; 0.66% of 390,000 active; inhibition, % at 9.99 µM; Q9Y6A5; AID 623870;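 active means mean inhibition of replicates at least 50% and at least half of replicates each reaching 50%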;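 further: 0% = complete ARNT plus TACC3 wells and 100% = ARNT alone without TACC3; many hits fall short of the cut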
# * hit, by the source's call; · = no result given; & = joins results of further samples; ! = repeats disagree; [ ] = dose if it differs, or a comment.
SMILES	SIRT5 block	esBAF inh	ERp5 block	C2C12 statin	Cneo AK release	miR-122 sensor	ARNT TACC3 PPI
CCOC(=O)C1CCN(/C=C2/C(=O)NC(=S)N(c3ccccc3F)C2=O)CC1	6	-9	-1	9	0	1	·
CC1CC(C)CN(C(=O)COC(=O)c2cn(C)c3ccccc23)C1 (stereo not given)	0	15	6	1	4	-5	-2
COc1ccc(CN2Cc3cnnn3-c3ccccc3C2C#N)cc1 (stereo not given)	-4	4	7	-30	4	6	2
COc1ccccc1CN1CCN(C(=O)Cc2ccccc2)CC1	·	-4	·	-10	-1	4	-6
COc1cc(C(=O)N2C[C@H]3C[C@@H](C2)c2cccc(=O)n2C3)cc(OC)c1OC	0	-6	-1	5	0	-5	-21
C[C@H](CO)N1C[C@H](C)[C@@H](CN(C)C(=O)Oc2ccc3ccccc3c2)OCc2cn(nn2)CCCC1=O	-1&5&-4	2&0&3	54*!	13&4&5	5&-2&10	-2	-6&0
CCCCCc1nc2ccccc2c(=O)n1-c1ccccc1[N+](=O)[O-]	4	5	-1	25	0	27	14
CS(=O)(=O)c1ccc(C2=C(CNC(=O)c3ccc([N+](=O)[O-])cc3)[C@H]3CC[C@@H](C2)N3CCOc2ccccc2)cc1	-4	-7	0	-12	-2	0	·
CC(C)c1ccccc1NC1=NCCCS1	-5	2	-4	-3	6	-3	-3
CC1CN=C(NC(C)c2ccccc2)S1 (stereo not given)	1	9	4	3	-1	-1	1
COc1cc(OC)cc(C2(C#N)CCN(C)CC2)c1	-3	-5	-13	14	5	-1	-5
NCCCP(=O)(O)CCc1ccccc1	-3	·	5	·	·	·	-6
CCOc1ccc(N2C(=O)NC(=O)/C(=C\c3cc(OC)c(OC)cc3[N+](=O)[O-])C2=O)cc1	·	5	·	·	4	·	37
Fc1ccc(N2Cc3ccccc3-n3nncc3C2)cc1	-3	6	-5	14	-2	-4	·
Cc1ccc(OC(=O)N(C)C[C@@H]2OCc3cnnn3CCCC(=O)N([C@H](C)CO)C[C@@H]2C)cc1	-1&4&-3	1&1&1	3&0&9	9&9&-7	-1&27	-4	-3&-8
Cc1ccsc1C(=O)C1CCCN(Cc2cnc(N)nc2)C1 (stereo not given)	-2	-1	2	-5	-3	-4	-9
COc1ccc(C(=O)C2CCCN(C3CSCCSC3)C2)cc1OC (stereo not given)	0	·	6	·	·	·	4
COC(=O)C1=C(c2cccc(OCc3ccccc3)c2)C[C@@H]2CC[C@H]1N2C(=O)NCc1ccc(N(C)C)cc1	·	4	7	-6	7	-4	-9
CN1OC[C@@H]2COc3ccc4ccccc4c3[C@@H]21	-7	·	-6	·	·	-4	-6
c1cc2c(cc1CN1CCNCC1)OCO2	·	-1	·	-2	6	·	4
CN(C)CCSCc1nnc2n1-c1ccc(Cl)cc1C(c1ccccc1Cl)=NC2	-3	·	5	·	·	·	4
CCOC(=O)c1cccc(C2=C(CNC(=O)c3ccncc3)[C@H]3CC[C@@H](C2)N3Cc2ccccc2)c1	-3	2	2	2	0	-2	·
CN1Cc2cccnc2N(C)Cc2cc(Cl)ccc21	-2	·	11	·	-8	-5	2
COC(=O)c1ccccc1OP1(=O)COc2ccccc2OC1	·	-6	·	2	12	2	11
CCn1cc(C(=O)N2CCC3(CC2)OCCO3)c(=O)c2cc(S(=O)(=O)N3CCCC3)ccc21	·	1	·	16	-1	-1	-7
Cc1cc(=O)oc2cc3c(cc12)CCCN3	-62	6	-5	-1	-2	-5	-1
COC(=O)[C@@H]1[C@@H](CO)[C@@H]2Cn3c(cccc3=O)[C@H]1N2C(=O)C1CCCC1	0	-7	0	2	-1	9[16.7 µM]	-11
O=c1c2ccccc2[nH]c(=S)n1-c1ccc(Br)cc1	-1	·	1	·	·	·	1
O=C(Nc1ccc(Cl)cc1C(=O)c1ccccc1)c1ccccc1	·	-13	·	-9	1	41	-2
COc1ccc(NP(=O)(Oc2ccccc2OC)Oc2ccccc2OC)cc1	-1	·	5	·	·	·	-1

# A different layout for 2 compounds above.
Cc1cc(=O)oc2cc3c(cc12)CCCN3
  SIRT5 block: -62	esBAF inh: 6	ERp5 block: -5	C2C12 statin: -1	Cneo AK release: -2	miR-122 sensor: -5	ARNT TACC3 PPI: -1
COC(=O)[C@@H]1[C@@H](CO)[C@@H]2Cn3c(cccc3=O)[C@H]1N2C(=O)C1CCCC1
  SIRT5 block: 0	esBAF inh: -7	ERp5 block: 0	C2C12 statin: 2	Cneo AK release: -1	miR-122 sensor: 9[16.7 µM]	ARNT TACC3 PPI: -11

# Next part
SMILES	SIRT5 block	esBAF inh	ERp5 block	C2C12 statin	Cneo AK release	miR-122 sensor	ARNT TACC3 PPI
COC(=O)COc1ccc(/C=C2\C(=O)NC(=S)N(c3ccc(C)cc3)C2=O)cc1OC	2	-10	1	-35	-3	1	-3
COC(=O)C1=C(c2ccc(S(C)(=O)=O)cc2)C[C@@H]2CC[C@H]1N2C(=O)NCc1cccc2ccccc12	·	6	-2	-9	0	·	·
Cc1cc(C)nc(NS(=O)(=O)c2ccc(N=Cc3c(O)n(C)c(=O)n(C)c3=O)cc2)n1	3	·	-4	·	·	9	·
C=CCn1c(O)c(C(C)=NC(C)c2ccccc2)c(=O)[nH]c1=O (stereo not given)	2	-1	0	3	-1	3	-3
CC1CN=C(NCc2ccc(F)cc2)S1 (stereo not given)	-4	·	3	·	·	·	-3
Cc1cccc(C(O)(C(=O)NNC(=O)CN2CCN(C)CC2)c2cccc(C)c2)c1	-9	3	-5	-1	0	1	-1
COc1ccc(-c2nc3ccccc3c(=O)o2)cc1	-2	50*	3	·	-7	·	-6
CCCn1c(C)cc(C=O)c1C	-1	·	4	·	·	·	10
Clc1ccc(C2N3CCCN23)c(Cl)c1 (stereo not given)	·	·	·	·	-3	-2	3
COC(=O)[C@H]1[C@H](CO)[C@H]2Cn3c(cccc3=O)[C@H]2N1CC1CC1	0	0	-4	14	-1	2[16.7 µM]	-1
O=C(Nc1ccc(OC(=O)N2CCCC2)cc1)N1CCOCC1	-6	-9	2	8	0	-23	0
O=C(CF)NC(NC(=S)Nc1ccccc1O)C(Cl)(Cl)Cl (stereo not given)	-3	8	0	-2	·	-1	20
C[C@H]1CN([C@@H](C)CO)C(=O)CCCn2cc(nn2)CO[C@@H]1CN(C)C(=O)Oc1ccc2ccccc2c1	-2	-2	-7	0	3	-3[16.7 µM]	4
COc1ccccc1NC(=O)COC(=O)c1cc(C)n(C2CC2)c1C	1	-2	2	2	-3	·	6
COC(=O)C1=C(c2c(C)noc2C)C[C@@H]2CC[C@H]1N2C(=O)NCc1ccco1	·	-14	1	1	0	-5	0
Cc1cc(-c2ccc(N)c(C)c2)ccc1N	·	8	4	2	-1	-1	·
COc1ccccc1Sc1ccccc1CC(C)N (stereo not given)	·	-2	·	-20	1	-4	-3
C[n+]1c(-c2ccccc2)cc(-c2ccc(Cl)cc2)cc1-c1ccccc1	-19	·	-4	·	·	·	-10
C[C@]12CCC3C(CC[C@H]4C[C@H](O)CC[C@]34C)C1C[C@@H](O)[C@H]2O (stereo not given in full)	·	-5	-10	9	3	-3	·
COC(=O)C1=C(c2cccc(OC)c2OC)C[C@@H]2CC[C@H]1N2C(=O)NCCNC(C)=O	·	8	-1	6	1	·	·
COC1=CC(=O)O[C@@H](/C=C/c2ccccc2)C1	-2	11	0	5	0	3	3
COC(=O)C1=C(c2ccc(F)cc2OCc2ccccc2)C[C@@H]2CC[C@H]1N2C(=O)NC1CCN(Cc2ccccc2)CC1	3	-7	-5	-11	1	·	2
COc1cccc(C)c1NC1=NCCO1	-3	4	-3	2	-1	-8	·
C=CCn1c(O)c(C(C)=Nc2cccc(C(=O)O)c2)c(=O)[nH]c1=O	0	·	-6	·	·	·	0
C=Cc1cc(OC)c2c(c1)c(=O)oc1c2cc(OC)c2c(O)ccc(C3OC(C)C(O)C(C)(O)C3O)c21 (stereo not given)	·	·	-5	·	·	-8	19
CCN1CCN(C(=O)Cc2coc3cc(C)cc(C)c23)CC1	·	0	·	104*	0	-1	-2
CC(C)CN(CC(C)C)C(=O)C1C2c3ccccc3C(c3ccccc32)C1C(=O)O (stereo not given)	6	·	-4	·	·	·	-2
Cc1ccsc1-c1nc(CSCC(=O)N2CCC3(CC2)OCCO3)c(C)o1	·	8	·	·	-2	-8	0
Cc1c(C=O)c2ccccc2n1Cc1ccccc1F	-3	·	-6	·	·	·	-8
CN(C)C(=O)Oc1ccc(Cl)c2cccnc12	7	-3	-3	3	-2	-5	1
C=C(COC(=O)CCC(=O)O)CC1CC(O)[C@]2(C)OC3CC4OC5C[C@]6(C)O[C@]7(C)CCC8OC9C[C@]%10(C)OC%11C(C)=CC(=O)OC%11CC%10OC9C[C@@H](C)C8OC7CC6O[C@]5(C)C/C=C\C4OC3CC2O1 (stereo not given in full)	·	3	·	31	5	·	-5
CC12CC[C@H]3[C@@H](CCC4(O)C[C@H](O)CCC34/C=N/NC(=O)c3ccccc3Cl)C1(O)CCC2C1=CC(=O)OC1 (stereo not given in full)	4	·	-2	·	·	·	-1
Cc1cc(S(=O)(=O)NCC(C)C)ccc1OCC(=O)N1CCN(Cc2ccccc2)CC1	·	7	·	0	1	55	4
COc1ccc(CN2C(=O)CC(=O)NC2=O)cc1	·	-2	·	2	-1	2	4
O=C(c1ccc(-c2ccccc2)cc1)C1CCCN(Cc2ccn[nH]2)C1 (stereo not given)	-1	8	-2	5	1	-3	-14
O=C(C1CC(=O)N(C2CCCCCCC2)C1)N1CCC2(CC1)OCCO2 (stereo not given)	·	-1	·	-1	·	-3	1
CC/C(=N\NC(=O)c1ccccc1O)c1c(O)n(C2CCCCC2)c(=O)[nH]c1=O	0	8	1	-2	2	-2	22
COC(=O)C1C2c3ccccc3OC1(C)N=c1s/c(=C/c3cn(C)nc3C)c(=O)n12 (stereo not given)	·	4	·	4	·	-7	2
COC(=O)C1=C(c2ccc(C(C)=O)cc2)C[C@@H]2CC[C@H]1N2C(=O)NCCO	·	-7	8	3	2	-5	-7
C[C@@H]1CN([C@@H](C)CO)C(=O)CCCn2nncc2CO[C@@H]1CN(C)C(=O)Oc1cccc2ccccc12	1&8	-5&2&-3	1&-5	-5&21&10	1&0	-4	-7
CC(Cc1ccccc1)N1Cc2ccccc2C1 (stereo not given)	·	9	·	-1	-1	-3	3
O=[N+]([O-])c1ccc(C2C3C(c4ccccc4)=NC4(CCCC4)N32)cc1 (stereo not given)	1	-6	-9	10	7	2	·
CC(C)(C)C(=O)O[C@H]1CC[C@@]2(C)C(=CC(=O)C3C2CC[C@]2(C)C(=O)CCC32)C1 (stereo not given in full)	-5	3	0	3	-1	-2	-3
CNC(=O)OCCc1n(C)cc[n+]1C	-2	-6	-3	6	-1	-21	17
COC(=O)C1=C(c2ccc(F)cc2F)C[C@@H]2CC[C@H]1N2C(=O)NCCOc1ccccc1Cl	·	-1	·	16	-1	4	-2
COc1cc(OC)c(OC)cc1C=O	9	-6	-2	13	2	-18	0
Cc1ccc(O)c(C)c1	·	-8	2	12	5	-2	·
CCN(CC)c1ccc(N=Cc2c(O)n(-c3ccccc3C)c(=O)[nH]c2=O)cc1	·	-2	·	-108	0	6	-2
CN1CCc2nc(N)c(C#N)c(-c3ccccc3)c2C1	-3	-7	-1	4	0	-2	-21
CCN(N=Nc1nonc1OC)c1nonc1OC	·	0	·	-2	-8	5	-21

# (listing goes on)
SMILES	SIRT5 block	esBAF inh	ERp5 block	C2C12 statin	Cneo AK release	miR-122 sensor	ARNT TACC3 PPI
O=C1NCN(c2ccccc2)C12CCN(C(CCc1ccccc1)c1nnnn1C1CCCC1)CC2 (stereo not given)	0	-3	-3	15	-16	-2	·
CN1CCN(c2c[nH]c(=O)[nH]c2=O)CC1	·	-8	·	3	2	-1	-6
O=C1NC(=O)C(=Cc2csc3ccccc23)C(=O)N1	-1	-7	3	8	-1	-3	5
CCOC(=O)CC1=C(C(=O)OCC)C2(C(=O)N1)C(C(=O)OC)=C(N)Oc1ccccc12 (stereo not given)	·	-3	·	11	0	-5	14

# Only part of the results is shown, so the mix of outcomes need not match the whole.
